PRMT1 inh = PRMT1 methyltransferase inhibitors, primary screen, biochemical, fluorescence polarization. Protein arginine N-methyltransferase 1 (Homo sapiens), Q99873. recombinant PRMT1, activity-based probe fluorescence polarization. inhibition, % at 2.79 µM. actives 1.3% (n = 370,000);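 active = inhibition above about 21% made by adding two undisclosed values, limit read from the data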
Rev-erbA mod = modulators of Rev-erb alpha DNA binding, primary screen, biochemical, FITC-DNA, fluorescence polarization, uHTS; Nuclear receptor subfamily 1 group D member 1 (Homo sapiens), P20393; Rev-erbα–FITC-DNA binding, 90 min; activity, % at 10 µM; actives 0.79% (n = 370,000);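 active = activity above about 14%, limit read from the data; passing the limit was not always enough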;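 also: 0% = DMSO wells with 35 nM protein and 100% = DMSO wells with 750 nM protein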
Target sequence (P20393 whole entry, looked up): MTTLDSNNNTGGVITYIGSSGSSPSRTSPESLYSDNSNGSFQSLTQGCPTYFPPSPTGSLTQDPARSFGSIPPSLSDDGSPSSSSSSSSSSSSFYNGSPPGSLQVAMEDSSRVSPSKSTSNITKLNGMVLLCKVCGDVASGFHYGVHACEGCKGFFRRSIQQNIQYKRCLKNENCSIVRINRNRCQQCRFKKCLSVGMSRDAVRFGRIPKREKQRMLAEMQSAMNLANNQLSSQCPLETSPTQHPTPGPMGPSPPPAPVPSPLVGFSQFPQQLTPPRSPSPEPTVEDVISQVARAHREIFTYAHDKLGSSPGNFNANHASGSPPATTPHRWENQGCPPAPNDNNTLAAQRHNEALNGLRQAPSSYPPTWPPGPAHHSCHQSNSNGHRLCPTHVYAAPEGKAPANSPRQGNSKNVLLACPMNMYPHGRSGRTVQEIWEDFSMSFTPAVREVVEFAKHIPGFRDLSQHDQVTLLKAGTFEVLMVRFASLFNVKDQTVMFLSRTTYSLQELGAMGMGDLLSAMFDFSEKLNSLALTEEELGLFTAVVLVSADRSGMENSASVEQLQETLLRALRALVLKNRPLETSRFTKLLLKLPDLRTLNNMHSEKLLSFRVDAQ
SIAE inh = human SIAE inhibitors, primary screen, biochemical, fluorescence polarization, FP-Rh probe, 1536-well HTS | SIAE FP-Rh probe binding | AID 1053197, 2014 | inhibition, % at 9.66 µM | actives 0.69% (n = 370,000);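 active = inhibition above a cutoff: mean of compounds within the control limits plus 3 SD of those, cut at about 17% in these data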;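 also: 0% = plate median of compound wells and 100% = probe without SIAE protein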
TDP2 inh = human TDP2 enzyme inhibitors, primary screen, biochemical, epi absorbance, recombinant enzyme; actives 0.34% (n = 370,000); Tyrosyl-DNA phosphodiesterase 2 (Homo sapiens), O95551; T5PNP hydrolysis, p-nitrophenol absorbance 415 nm; inhibition, % at 12.8 µM;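 active = inhibition above the mean of all tested compounds plus 3 SD, set per campaign, cut at about 25% in these data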;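 also: 0% = DMSO with enzyme and 100% = buffer with substrate but no TDP2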
Target sequence (O95551 whole entry, looked up): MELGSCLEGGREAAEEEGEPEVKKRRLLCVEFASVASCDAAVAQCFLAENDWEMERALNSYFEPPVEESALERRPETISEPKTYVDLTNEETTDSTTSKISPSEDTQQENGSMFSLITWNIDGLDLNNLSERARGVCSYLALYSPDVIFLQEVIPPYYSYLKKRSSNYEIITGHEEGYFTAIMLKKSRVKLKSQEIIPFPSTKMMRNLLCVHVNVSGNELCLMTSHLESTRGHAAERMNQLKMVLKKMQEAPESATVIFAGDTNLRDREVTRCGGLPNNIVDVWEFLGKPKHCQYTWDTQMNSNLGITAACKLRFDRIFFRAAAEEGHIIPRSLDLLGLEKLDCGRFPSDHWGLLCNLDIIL
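System – recombinant human TDP2 · Quantity – TDP2 enzyme at 120 nM final · Doses – single concentration, 12.8 µM nominal, with 1% DMSO · Incubation – 2 h at 37 °C · Measured by – epi absorbance of p-nitrophenol freed from T5PNP by hydrolysis · Read-out – % inhibition relative to enzyme-containing and enzyme-free wells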
HTRA1 inhibitor = HTRA1 serine protease inhibitors, primary screen, biochemical, fluorescence polarization, HTS; Q92743; recombinant HTRA1, FP-rhodamine activity-based probe; inhibition, % at 5.96 µM; actives 0.5% (n = 340,000); AID 504803, 2011; in the data active = inhibition above about 36%;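 also: 0% = enzyme with DMSO and 100% = wells lacking enzyme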
PG9 Ab binder = binders of HIV-1 gp120 antibody PG9, primary screen, biochemical, TR-FRET; HIV-1 gp120 / PG9 antibody interaction; TR-FRET gp120-PG9 antibody binding; inhibition, % at 6.7 µM; actives 0.43% (n = 360,000); AID 624416, 2012; in the data active = inhibition above about 8.5%
TCR CD3 inh = inhibitors of human TCR-CD3 interaction, primary screen, biochemical, fluorescence, TAMRA-labeled TCR probe; AID 651800, 2012; actives 0.37% (n = 360,000); inhibition, % at 9.4 µM; in the data active = inhibition above about 19%;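 also: recombinant mutant TCR 2C K166C tagged with TAMRA read by polarization; 0% = receptor in buffer alone and 100% = receptor with positive control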
LEDGF integ inh = blockers of LEDGF/p75-dependent integrase strand transfer – biochemical, TR-FRET, high throughput, primary screen. HIV-1 integrase (with human LEDGF/p75). TR-FRET IN-LEDGF/p75 DNA integration, Eu/Cy5. inhibition, % at 3.7 µM. actives 0.64% (n = 370,000);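 active = inhibition above the screen-wide mean plus 3 SD, cut at about 13% in these data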;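 also: signal is the Cy5 over europium emission ratio at 671 and 618 nm; 0% = plate median of compound wells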
rCAG binder = binders of r(CAG) RNA repeats, primary screen, biochemical, fluorescence; AID 651821, 2012; inhibition, % at 3 µM; r(CAG) RNA repeat, TO-PRO-1 dye displacement fluorescence; actives 1.3% (n = 370,000);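 active = inhibition above the plate cutoff, the mean of all test compounds on that plate plus 3 SD, cut at about 35% in these data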;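 also: 0% = DMSO alone and 100% = 100 µM mitoxantrone as full dye displacement; higher means more dye released from RNA so lower well fluorescence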
mABHD4 FP = ABHD4 inhibitors, primary screen, biochemical, fluorescence polarization, mouse. (Lyso)-N-acylphosphatidylethanolamine lipase (Mus musculus), Q8VD66. purified mABHD4, FP-Rh probe fluorescence polarization. inhibition, % at 8.92 µM. actives 0.54% (n = 370,000);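 active = inhibition exceeding the mean over every tested compound plus 3 SD, cut at about 30% in these data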;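 also: 0% = plate median of compound wells and 100% = S159A mutant with DMSO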
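Assay system: wild-type mouse ABHD4 protein; compound: single nominal dose of 8.92 µM, 0.89% DMSO final; schedule: 45 min + 60 min at 25 °C; measured by: FP readout, ex 525 nm / em 598 nm; evaluation: % inhibition of FP-Rh probe binding versus controls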
* = called active by the depositor. The list is partial; count on the stated rates, not on these rows.

`CSc1nc2ccc(Br)cc2[nH]1` gave PRMT1 inh -2, Rev-erbA mod -1, SIAE inh 6, TDP2 inh 3, HTRA1 inhibitor 3, PG9 Ab binder 0.2, TCR CD3 inh 4, LEDGF integ inh 5, rCAG binder -1 and mABHD4 FP -4.
`Cc1ccc2c(c1)sc[n+]2Cc1ccccc1` gave PRMT1 inh 64*, Rev-erbA mod 1, SIAE inh 1, TDP2 inh 5, HTRA1 inhibitor 3, PG9 Ab binder 0.1, TCR CD3 inh -8, LEDGF integ inh -5, rCAG binder 2 and mABHD4 FP 6.
For COc1ccc(S(=O)(=O)N2CCOCC2)cc1NC(=O)COc1ccccc1 the results were PRMT1 inh 2, Rev-erbA mod -5, SIAE inh 1, TDP2 inh 2, HTRA1 inhibitor 4, PG9 Ab binder 0.1, TCR CD3 inh -5, LEDGF integ inh 2, rCAG binder -3 and mABHD4 FP 11.
CCCCCCCCCCCCN1[C@@H](CC(=O)O)c2cc(F)ccc2S1(=O)=O was read as PRMT1 inh 5, Rev-erbA mod 3, SIAE inh -9, TDP2 inh -5, HTRA1 inhibitor -81, PG9 Ab binder 1.1, TCR CD3 inh -4, LEDGF integ inh 3, rCAG binder 76* and mABHD4 FP -9.
For CCCS(=O)(=O)NCCc1csc(-c2ccc(OC)c(OC)c2)n1 the results were PRMT1 inh 0, Rev-erbA mod 1, SIAE inh 15, TDP2 inh -5, HTRA1 inhibitor 0, PG9 Ab binder -0.4, TCR CD3 inh 1, LEDGF integ inh 2, rCAG binder 1 and mABHD4 FP 0.
Screening Cc1ccc2cc(C#N)c(NCCNC(=O)C3CCC3)nc2c1C returned PRMT1 inh -1, Rev-erbA mod -3, SIAE inh -1, TDP2 inh 3, HTRA1 inhibitor -3, PG9 Ab binder 4.0, TCR CD3 inh 2, LEDGF integ inh -2, rCAG binder 0 and mABHD4 FP 0.
Oc1ccc(/C=N/N2CCCCC2)c(O)c1 was read as PRMT1 inh -2, Rev-erbA mod -1, SIAE inh 5, TDP2 inh 10, HTRA1 inhibitor 4, PG9 Ab binder -0.5, TCR CD3 inh 6, LEDGF integ inh 1, rCAG binder 1 and mABHD4 FP 7.
Cc1nn2c(NCCOCCO)c3c(nc2c1-c1ccccc1)CCC3 was read as PRMT1 inh 3, Rev-erbA mod 4, SIAE inh -1, TDP2 inh -5, HTRA1 inhibitor 5, PG9 Ab binder -4.2, TCR CD3 inh -8, LEDGF integ inh -6, rCAG binder -6 and mABHD4 FP 0.
COC(=O)c1ccc(/C=C/C(=O)OCC(=O)c2ccc[nH]2)cc1 was read as PRMT1 inh -3, Rev-erbA mod -18, SIAE inh 2, TDP2 inh 1, HTRA1 inhibitor -4, PG9 Ab binder 4.0, TCR CD3 inh 0, LEDGF integ inh -1, rCAG binder 6 and mABHD4 FP -4.
Screening O=C1Nc2ccccc2/C1=C/c1ccccc1Cl returned PRMT1 inh -2, Rev-erbA mod -5, SIAE inh -4, TDP2 inh -8, HTRA1 inhibitor -5, PG9 Ab binder -0.7, TCR CD3 inh 10, LEDGF integ inh 0, rCAG binder 1 and mABHD4 FP -18.
For COC(=O)C(CCSC)NC(=O)/C=C/c1ccc(OC)cc1 (stereo unspecified) the results were PRMT1 inh -2, Rev-erbA mod -3, SIAE inh 9, TDP2 inh 3, HTRA1 inhibitor -2, PG9 Ab binder 0.2, TCR CD3 inh 3, LEDGF integ inh 3, rCAG binder -6 and mABHD4 FP -4.
`COC(=O)c1c(C(=O)OC)c2n(c1C)CCS2` gave PRMT1 inh -4, Rev-erbA mod 2, SIAE inh -1, TDP2 inh 14, HTRA1 inhibitor -1, PG9 Ab binder -0.9, TCR CD3 inh 8, LEDGF integ inh -1, rCAG binder -1 and mABHD4 FP 2.
`CCCn1c(O)c(CN2CCCCC2)c(C)c(C#N)c1=O` gave PRMT1 inh 3, Rev-erbA mod 5, SIAE inh -7, TDP2 inh 4, HTRA1 inhibitor 3, PG9 Ab binder -0.1, TCR CD3 inh 5, LEDGF integ inh -2, rCAG binder 10 and mABHD4 FP 5.
Cn1c(=O)[nH]c(=O)c2c1ncn2CCCc1ccccc1 was read as PRMT1 inh 3, Rev-erbA mod 0, SIAE inh -1, TDP2 inh 4, HTRA1 inhibitor 5, PG9 Ab binder 0.9, TCR CD3 inh -6, LEDGF integ inh 0, rCAG binder 0 and mABHD4 FP -5.
Screening O=S(=O)(Nc1ccc(Cl)cc1NS(=O)(=O)c1ccccc1)c1ccccc1 returned PRMT1 inh 2, Rev-erbA mod -7, SIAE inh 0, TDP2 inh 10, HTRA1 inhibitor 1, PG9 Ab binder 0.2, TCR CD3 inh 7, LEDGF integ inh 10, rCAG binder 81* and mABHD4 FP 12.
Screening CCOc1ccc(N2CC(C(=O)Nc3ccccc3C(=O)N3CCOCC3)CC2=O)cc1 (stereo unspecified) returned PRMT1 inh -9, Rev-erbA mod -6, SIAE inh 6, TDP2 inh -3, HTRA1 inhibitor 1, PG9 Ab binder -0.5, TCR CD3 inh -2, LEDGF integ inh 6, rCAG binder 3 and mABHD4 FP 0.
Screening Cc1ccc(NC(=O)C2CCN(c3ncccn3)CC2)cc1C returned PRMT1 inh -3, Rev-erbA mod 1, SIAE inh 0, TDP2 inh 1, LEDGF integ inh -4, rCAG binder -2 and mABHD4 FP 4.
`CCOC(=O)c1c(NC(=O)COC(=O)Cn2cnc3ccccc32)sc2c1CCC(C)C2` (stereo unspecified) gave PRMT1 inh -1, Rev-erbA mod -7, SIAE inh -21, TDP2 inh -21, HTRA1 inhibitor -31, PG9 Ab binder -2.0, TCR CD3 inh -7, LEDGF integ inh 2, rCAG binder 6 and mABHD4 FP -28.
`CCCCCn1nc(C(=O)OCc2nnc(-c3ccccc3)o2)c2ccccc2c1=O` gave PRMT1 inh -2, Rev-erbA mod -7, SIAE inh 1, TDP2 inh 2, HTRA1 inhibitor -4, PG9 Ab binder 0.7, TCR CD3 inh 2, LEDGF integ inh 3, rCAG binder -2 and mABHD4 FP 3.
For COc1ccc(-n2c(SC(C)C(=O)Nc3ncc(Cl)cc3Cl)nc3ccccc32)cc1 (stereo unspecified) the results were PRMT1 inh -3, Rev-erbA mod -1, SIAE inh 0, TDP2 inh 7, HTRA1 inhibitor -44, PG9 Ab binder -1.1, TCR CD3 inh -2, LEDGF integ inh 0, rCAG binder -1 and mABHD4 FP -9.
`COc1ccc(N2C(=O)CC(N3CCC(O)(c4ccc(Br)cc4)CC3)C2=O)cc1` (stereo unspecified) gave PRMT1 inh 50*, Rev-erbA mod 2, SIAE inh 3, TDP2 inh 6, HTRA1 inhibitor 3, PG9 Ab binder 1.2, TCR CD3 inh 0, LEDGF integ inh -2, rCAG binder -4 and mABHD4 FP 1.
Screening COc1ccc(CNc2ccc(S(N)(=O)=O)cc2)c(OC)c1OC returned PRMT1 inh -1, Rev-erbA mod -5, SIAE inh 1, TDP2 inh -7, HTRA1 inhibitor -5, PG9 Ab binder 1.6, TCR CD3 inh 5, LEDGF integ inh 3, rCAG binder 4 and mABHD4 FP -4.
CCOc1ccc(-c2cc(N)n(S(=O)(=O)c3ccc(OC)c(OC)c3)n2)cc1 was read as PRMT1 inh 0, Rev-erbA mod -7, SIAE inh -1, TDP2 inh -11, HTRA1 inhibitor -27, PG9 Ab binder -2.5, TCR CD3 inh 2, LEDGF integ inh 0, rCAG binder 11 and mABHD4 FP -9.
Screening Cc1nc(CCNC(=O)CC2C(=O)NCCN2Cc2ccccc2F)sc1C (stereo unspecified) returned PRMT1 inh 0, Rev-erbA mod -8, SIAE inh 0, TDP2 inh 1, HTRA1 inhibitor 9, PG9 Ab binder -3.7, TCR CD3 inh -4, LEDGF integ inh 4, rCAG binder -2 and mABHD4 FP -3.
For COc1ccccc1NS(=O)(=O)c1c(C)[nH]c(C)c1C(=O)N1CCCC1 the results were PRMT1 inh -3, Rev-erbA mod 2, SIAE inh -2, TDP2 inh 7, HTRA1 inhibitor 6, PG9 Ab binder -3.0, TCR CD3 inh 1, LEDGF integ inh 0, rCAG binder 0 and mABHD4 FP 6.
`COC(=O)C1=NN[C@H](C(=O)OC(C)(C)C)[C@H]1c1ccccc1` gave PRMT1 inh 1, Rev-erbA mod -4, SIAE inh 2, TDP2 inh -3, HTRA1 inhibitor 1, PG9 Ab binder -0.1, TCR CD3 inh 5, LEDGF integ inh 0, rCAG binder 0 and mABHD4 FP 3.
COc1cccc(NC(=O)Cn2nnc(C(=O)Nc3cc(Cl)ccc3OC)c2N)c1 was read as PRMT1 inh -2, Rev-erbA mod 2, SIAE inh -35, TDP2 inh -10, HTRA1 inhibitor -4, PG9 Ab binder 3.5, TCR CD3 inh 3, LEDGF integ inh 3, rCAG binder 8 and mABHD4 FP -6.
For COc1cc(/C=C/C(=O)c2c(O)ccc3c(C)cc(=O)oc23)ccc1O the results were PRMT1 inh 10, Rev-erbA mod 1, SIAE inh -8, TDP2 inh 2, HTRA1 inhibitor 5, PG9 Ab binder -0.3, TCR CD3 inh -10, LEDGF integ inh -6, rCAG binder 25 and mABHD4 FP 5.
For CCN(CC)S(=O)(=O)c1cccc(C(=O)NC(C)C(c2cccs2)N2CCCC2)c1 (stereo unspecified) the results were PRMT1 inh 2, Rev-erbA mod 9, SIAE inh -4, TDP2 inh -1, HTRA1 inhibitor -8, PG9 Ab binder -1.2, TCR CD3 inh 2, LEDGF integ inh -5, rCAG binder -4 and mABHD4 FP -1.
O=S1(=O)CCN(OCc2ccc(Cl)cc2)CC1 was read as PRMT1 inh 4, Rev-erbA mod 0, SIAE inh -3, TDP2 inh -2, HTRA1 inhibitor 4, PG9 Ab binder -0.2, TCR CD3 inh 3, LEDGF integ inh -4, rCAG binder 0 and mABHD4 FP -4.
Screening O=C(NNC(=O)c1ccccc1O)c1ccc(NS(=O)(=O)c2ccc(F)c(F)c2)cc1 returned PRMT1 inh -2, Rev-erbA mod 0, SIAE inh 9, TDP2 inh 11, HTRA1 inhibitor 9, PG9 Ab binder -0.8, TCR CD3 inh 16, LEDGF integ inh -9, rCAG binder 11 and mABHD4 FP 15.
